GAA glycogen mod: GAA glycogen-cleavage inhibition or activation; P10253; recombinant GAA, glycogen substrate, Amplex Red glucose oxidase fluorescence; Potency, µM (series often up to 76.4 µM), for inactives: top-dose activity change, negative = inhibition, usual class: inhibitors; 0.38% of 300,000 active; AID 2100;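 also: 0% = full enzyme reaction and -100% = no-enzyme basal signal; the screen sought inhibitors and activators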
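Natural-substrate format: glycogen cleavage by 4 nM human enzyme, glucose read by Amplex Red coupling (Ex 573, Em 610 nm). Normalized to enzyme and no-enzyme controls.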
Tau fluor counter: counter-screen for tau fibril formation inhibitors; tau K18 P301L (four-repeat tau fragment) Alexa594 fluorescence, heparin fibrillization; Potency, µM (top dose mostly 57.7 µM), without a hit: at the top dose activity change, negative = decrease; 0.93% of 280,000 active; AID 1463; also: % is scaled to controls: 0 for no effect and ±100 for the full control effect; nearly all actives have a fitted effect of over 55% in size
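Human K18 P301L tau (15 uM unlabeled plus 0.24 uM Alexa 594-labeled, final) in 100 mM sodium acetate pH 7 was mixed with compound and 20 uM heparin and incubated 6 hr at 37 C.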
ALDH1A1 inh: inhibitors of human aldehyde dehydrogenase 1A1; 7.3% of 220,000 active; P00352; Purified ALDH1A1, NADH fluorescence, propionaldehyde substrate; Potency, µM (series often up to 75.3 µM), inactives show at the highest dose activity, negative = inhibition, usual class: inhibitors; active = well fitted inhibition curve with a large enough effect, not every such curve was filed as active; inconclusive = small, poorly fitted or top-dose-only effect, or another doubt; inactive = no such curve, though single readings can be large or run the other way;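 also: plate controls were no enzyme wells and a reference inhibitor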
Target sequence (P00352 whole entry, looked up): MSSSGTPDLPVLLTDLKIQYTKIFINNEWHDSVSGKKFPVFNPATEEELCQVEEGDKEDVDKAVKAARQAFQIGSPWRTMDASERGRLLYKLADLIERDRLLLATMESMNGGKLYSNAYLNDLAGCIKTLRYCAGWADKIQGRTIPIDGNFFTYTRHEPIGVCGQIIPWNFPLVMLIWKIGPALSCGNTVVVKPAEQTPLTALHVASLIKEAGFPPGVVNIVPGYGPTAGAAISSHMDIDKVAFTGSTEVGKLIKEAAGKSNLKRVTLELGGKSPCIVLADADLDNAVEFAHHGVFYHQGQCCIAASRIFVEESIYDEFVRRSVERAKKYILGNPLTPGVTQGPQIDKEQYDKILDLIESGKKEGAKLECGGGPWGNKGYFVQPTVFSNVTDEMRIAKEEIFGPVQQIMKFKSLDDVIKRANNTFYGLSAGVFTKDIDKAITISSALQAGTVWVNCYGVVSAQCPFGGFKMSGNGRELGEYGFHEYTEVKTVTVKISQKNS
GLA spleen mod: alpha-galactosidase A (human) modulation; 0.008% of 240,000 active; AID 2107; Potency, µM (doses to about 80 µM), without a hit: at the highest dose activity change, negative = inhibition, usual class: inhibitors; human spleen homogenate, 4MU-alpha-Gal fluorescence, 40 min; P06280;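 also: 0% = enzyme with vehicle and -100% = no enzyme basal signal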
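qHTS titration in buffer at pH 5.0. Alpha-galactosidase activity in spleen homogenate was measured via 4-methylumbelliferone release from 1 mM fluorogenic substrate after 40 min at 37C and a pH 10 stop. AC50 came from Hill fits of control-normalized data.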
GAA inh: blocks human lysosomal alpha-glucosidase; purified human GAA, 4-MU-alpha-glucoside fluorescence; 0.005% of 200,000 active; P10253; Potency, µM (titrated, usually from 76.9 µM), without a hit: at the highest dose activity change, negative = inhibition, usual class: inhibitors; AID 1466;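 also: plate controls were uninhibited enzyme wells for no effect and no-enzyme background for full effect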
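Human enzyme at 4 nM with 400 uM 4-methylumbelliferyl-alpha-D-pyranoside, citrate/phosphate buffer pH 5.0, 0.005% Tween-20, 20 min at room temperature. Compounds up to 77 uM. 4-MU fluorescence (Ex 365/Em 440) read after NaOH/glycine stop; AC50 from Hill fit.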
NPSR antagonist: antagonists of human neuropeptide S receptor cAMP signaling. Q6W5P4. CHO-NPSR cells, cAMP TR-FRET, antagonist mode. Potency, µM (titrated, usually from 38.3 µM), for inactives: at the highest dose activity change, negative = inhibition, usual class: inhibitors. 1% of 220,000 active; also: % is scaled to controls: 0 for no effect and ±100 for the full control effect; nearly all actives have a fitted effect of over 50% in size; many of its hits are not listed in these tables
Target sequence (Q6W5P4 whole entry, looked up): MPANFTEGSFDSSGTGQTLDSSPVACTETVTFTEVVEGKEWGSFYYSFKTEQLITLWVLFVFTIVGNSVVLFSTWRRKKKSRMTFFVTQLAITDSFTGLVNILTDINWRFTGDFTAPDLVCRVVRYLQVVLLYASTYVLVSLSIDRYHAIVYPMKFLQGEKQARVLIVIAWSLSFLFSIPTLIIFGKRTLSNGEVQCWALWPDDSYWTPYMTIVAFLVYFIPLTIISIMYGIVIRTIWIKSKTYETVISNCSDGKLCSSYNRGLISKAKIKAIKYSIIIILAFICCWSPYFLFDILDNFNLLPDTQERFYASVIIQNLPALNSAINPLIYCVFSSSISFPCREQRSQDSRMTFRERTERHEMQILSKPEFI
Epigenetic reg: regulators of epigenetic silencing causing reporter derepression in mouse cells | Potency, µM (titrated, usually from 53.9 µM), inactives show at the top dose GFP activation, hits mostly activators | murine LDR cells, GFP reporter derepression, 30 h | AID 1865 | 0.2% of 280,000 active; also: % of control where 0% means no effect; nearly all actives have a fitted effect of over 60% in size
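Readout is the number of GFP-expressing murine LDR cells, counted by cytometry following washing. Cells were treated with compound for 30 h at 37 C; the stably integrated CMV-GFP locus is normally silent.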
aGlu spleen mod: lysosomal alpha-glucosidase (human) modulation. P10253. human spleen homogenate, 4-MU-alpha-glucoside fluorescence. Potency, µM (highest dose often 79.9 µM), inactives show at the highest dose activity change, negative = inhibition, actives largely listed as inhibitors. 0.006% of 240,000 active;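 also: 0% = enzyme with vehicle and -100% = no enzyme basal signal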
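AC50 values come from Hill-equation fits of concentration-response data, normalized to no-enzyme and full-activity controls. Enzyme source: 1 ug human spleen homogenate; 1 mM fluorogenic 4-MU glucoside, pH 5.0 citrate buffer, 37 C, 40 min.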
The depositor's hits bear a star; ? = inconclusive; · = not tested or not shown; & = joins results of further samples; [ ] = dose if it differs, or a comment. Unless noted, calls follow the shape of the dose curve; as a rule, active = well fitted curve in the direction sought with a large enough effect; inconclusive = small, poorly fitted or top-dose-only effect, or another doubt; inactive = no such curve, though single readings can be large; an effect the other way counts as inactive or inconclusive. Potency is read from the fitted curve at half-maximal effect. Not all compounds are listed. The share of hits here may be higher or lower than overall.

SMILES	GAA glycogen mod	Tau fluor counter	ALDH1A1 inh	GLA spleen mod	GAA inh	NPSR antagonist	Epigenetic reg	aGlu spleen mod
Cc1cc(C(=O)COC(=O)c2nccnc2N)c(C)n1C	6.6%	-1.2%	?	0.8%	?	8.3%	-0.4%	2.9%
CCCCC/C=C\C/C=C\C/C=C\C/C=C\CCCC(=O)O[C@@H](CO)COCCCCCCCCCCCCCCCC	·	-0.4%&6.1%	2.0%&-9.3%	-1.2%&-11.6%	·	·	0.8%&-0.3%	5.2%&0.5%
COCCn1c(SCC(=O)N2CCc3ccccc3C2)nc2cc(Cl)ccc2c1=O	1.3%	-14.5%	?	1.2%	-3.1%	-11.2%	0.0%	-4.3%
CCC1CCCCN1C(=O)Cn1nc([N+](=O)[O-])c(Cl)c1C (stereo unspecified)	-2.1%	-10.7%	-7.2%	-3.2%	4.9%	9.1%	-2.5%	-2.3%
CC(C)[C@H](NC(=O)OC(C)(C)C)[C@@H](O)CC(=O)OC(C)(C)C	·	-18.4%[11.6 µM]	2.0%[13.5 µM]	-17.3%[17.5 µM]	·	·	0.8%[10.1 µM]	-8.2%[17.4 µM]
Fc1ccc(-c2nc3ccccn3c2NCc2ccc3c(c2)OCO3)cc1	?	?	?	-2.5%	2.4%	-52.5%	1.1%	1.0%
Cc1ccc(-c2c[nH]c(=S)n2-c2ccccc2F)cc1	?	-13.9%	2µM*	6.9%	-13.5%	-19.0%	-2.5%	2.8%
CCn1c(CNC(=O)c2ccc(OC)c(OC)c2)nnc1SCC(=O)c1ccc(OC)cc1	5.4%	-7.5%	?	1.8%	-13.0%	-10.8%[46.1 µM]	-2.1%	0.5%
CCOc1ccc(NC(=O)CSc2nnc(Cn3cnc4ccccc43)n2C)cc1	2.7%	5.2%	4.9%	-5.8%	3.7%	-16.3%[46.1 µM]	-1.1%	-8.5%
CCCN1CCN(c2ncnc3c2nnn3Cc2ccccc2)CC1	3.2%	-7.2%	10µM*	6.2%	1.8%	-14.4%[46.1 µM]	1.9%	-1.6%
Cn1nnnc1SCc1c(F)cccc1F	-3.3%	-8.4%	?	-2.9%	-5.3%	-12.5%[46.1 µM]	0.9%	-14.8%
O=C(NC(=S)Nc1c(Cl)ccc2nsnc12)c1ccco1	7.3%	-13.5%	?	6.0%	-4.6%	-13.7%	-1.0%	-2.0%
COCC1=C2c3ccccc3[C@H](C[N+](=O)[O-])C(C(=O)OC)(C(=O)OC)C[C@@H]2n2c(=O)n(-c3ccccc3)c(=O)n2C1	·	-26.5%&-1.4%&-3.7%	-10.2%&-3.2%&8.6%	9.8%&-8.7%&7.6%	·	·	2.3%&-1.1%&1.1%	4.9%&-3.1%&-3.1%
Cc1cc(C)c(C#N)c(Nc2ccccc2Cl)n1	-5.2%	-5.9%	0.3%	14.4%	-2.1%	-18.2%[7.67 µM]	0.0%	-1.3%
O=C(CSc1nc(C2CCCCC2)nc2ccccc12)N1CCCC1	-1.4%	-13.5%	-2.3%	9.1%	3.5%	46.3%	-5.0%	6.2%
N#CNC(=Nc1cccc(F)c1)SCc1ccccc1	1.1%	-11.9%	-1.0%	6.9%	-2.9%	14.9%	0.1%	1.5%
CCc1nnc(NC(=O)CSc2nnc(-c3ccco3)n2C)s1	5.2%	-4.7%	2.9%	6.1%	-14.2%	8.3%[46.1 µM]	-4.3%	11.2%
c1ccc2c3c(cc(N4CCOCC4)c2c1)OC1(N2CCOCC2)CCCCC1O3 (stereo unspecified)	?	-22.8%	?	-0.5%	?	?	0.2%	0.6%
CCOC(=O)N1CCN(CC(=O)Nc2cccc(Br)c2)CC1	-4.7%	-12.0%	6.4%	-3.7%	1.0%	-12.1%[46.1 µM]	0.8%	-4.2%
COc1ccc(NS(=O)(=O)c2ccc3c(c2)oc(=O)n3C)c(OC)c1	17.9%	-11.3%	-1.2%	3.0%	-1.2%	-6.0%[46.1 µM]	0.8%	2.3%

For reference, part of the list above.
SMILES	GAA glycogen mod	Tau fluor counter	ALDH1A1 inh	GLA spleen mod	GAA inh	NPSR antagonist	Epigenetic reg	aGlu spleen mod
Cc1cc(C(=O)COC(=O)c2nccnc2N)c(C)n1C	6.6%	-1.2%	?	0.8%	?	8.3%	-0.4%	2.9%
CCCCC/C=C\C/C=C\C/C=C\C/C=C\CCCC(=O)O[C@@H](CO)COCCCCCCCCCCCCCCCC	·	-0.4%&6.1%	2.0%&-9.3%	-1.2%&-11.6%	·	·	0.8%&-0.3%	5.2%&0.5%

Remaining list, next part
SMILES	GAA glycogen mod	Tau fluor counter	ALDH1A1 inh	GLA spleen mod	GAA inh	NPSR antagonist	Epigenetic reg	aGlu spleen mod
C=CCOc1nc(-c2ccccc2Cl)nc2ccccc12	-8.5%	-16.0%	·	0.9%	·	-24.0%	0.0%	-0.6%
CC(C)=CCN1CCNC(=O)C1CC(=O)NCc1nc(C)c(C)s1 (stereo unspecified)	16.7%	-1.5%	5.8%	2.7%	-6.3%	-20.0%	-0.6%	2.4%
O=C(O)c1ccccc1/C=N/NC(=S)NC1CCCCC1	-18.9%	9.5%	·	2.3%	·	6.9%	-1.1%	3.1%
C=CCC(C(=O)OC)(C(=O)OC)c1ccccc1[N+](=O)[O-]	-12.9%	-6.2%	4.4%	3.9%	11.3%	11.4%	1.1%	2.3%
CCCN1C2CCCC1CC(NC(=O)c1ccccc1F)C2 (stereo unspecified)	5.3%	-5.9%	6.4%	-1.5%	?	4.4%[46.1 µM]	1.5%	3.5%
CCCOC(=O)C1=C(C)NC(=O)NC1c1ccc(Br)s1 (stereo unspecified)	9.9%	-12.6%	3.9%	-3.4%	-1.5%	5.9%	-4.1%	2.5%
CC(=O)Nc1c(I)cc(I)c(C(=O)O)c1I	·	-5.0%	7.7%	-0.7%	·	·	2.2%	-1.5%
Cc1nn(C)c(Cl)c1CN1CCN(C2CCCCC2)C(CCO)C1 (stereo unspecified)	-1.7%	-7.0%	2.7%	-2.6%	-19.3%	-10.0%	0.0%	2.4%
O=C(COC(=O)c1ccccc1NC(=O)c1ccco1)NC1CCS(=O)(=O)C1 (stereo unspecified)	1.4%	-1.3%	-1.3%	-0.7%	1.9%	6.2%	-0.5%	-7.2%
CCNC(=O)C1CC(=O)N(Cc2ccc3c(c2)OCO3)C(=Nc2ccc(OCC)cc2)S1 (stereo unspecified)	8.0%	-7.7%	?	-23.1%	1.7%	5.0%[46.1 µM]	-1.1%	-10.8%
O=C(NNC(=O)C1CC(c2cccs2)=NO1)NC1CCCCC1 (stereo unspecified)	22.3%	2.2%	?	0.3%	10.8%	5.2%	-0.2%	-9.5%
Cc1csc(NC(=O)C2CCC(C)(C(=O)O)C2(C)C)n1 (stereo unspecified)	6.1%	-4.6%	5.8%	-0.9%	-12.5%	?	-0.3%	-6.1%
C/C(=N\NC(=S)NC1CCCCC1)c1c(F)cccc1F	-16.3%	-4.4%	?	3.8%	-1.3%	1µM*	-3.0%	1.2%
CN(C)c1ccc(/C=N/c2cc(-c3ccccc3)nn2-c2ccccc2)cc1	7.4%	?	7.94µM*	-8.5%	-12.4%	-1.4%[46.1 µM]	0.1%	-0.9%
OCC1OC(/C=C\c2ccccc2)C=CC1Oc1ccc2c(c1)OCO2 (stereo unspecified)	·	-27.6%[11.6 µM]	?	2.7%[17.5 µM]	·	·	0.0%[10.1 µM]	1.1%[17.4 µM]
O=C(O)c1ccccc1-c1csc(-c2ccccc2)n1	-3.6%	13.8%	15.0%	5.1%	9.1%	-6.8%	0.3%	1.4%
CC(C)NS(=O)(=O)c1ccc(OCC(=O)NC(C)c2ccccc2)cc1 (stereo unspecified)	-0.9%	0.5%	37.2%[activator]	6.3%	-2.8%	-3.5%	1.1%	3.8%
CCOC(=O)c1cnn(-c2nc(C)cc(C)n2)c1N	5.3%	1.6%	-2.1%	6.8%	-8.0%	7.7%[46.1 µM]	0.0%	7.1%
CC1CCc2nc3ccc(S(=O)(=O)N4CCC(C(=O)N5CCCCCC5)CC4)cc3c(C(=O)O)c2C1 (stereo unspecified)	-21.2%	-3.2%	-10.8%	1.8%	?	9.5%	-4.6%	-6.9%
CCOC(=O)c1c(-c2ccc(C)c(C)c2)csc1NC(=O)C1CC=CCC1C(=O)O (stereo unspecified)	-6.3%	-6.5%	-4.2%	-3.4%	-5.2%	10µM*	-2.6%	-8.7%

A different layout for some results above:
Cn1nnnc1SCc1c(F)cccc1F
- GAA glycogen mod: -3.3%
- Tau fluor counter: -8.4%
- ALDH1A1 inh: ?
- GLA spleen mod: -2.9%
- GAA inh: -5.3%
- NPSR antagonist: -12.5%[46.1 µM]
- Epigenetic reg: 0.9%
- aGlu spleen mod: -14.8%
CC(C)NS(=O)(=O)c1ccc(OCC(=O)NC(C)c2ccccc2)cc1 (stereo unspecified)
- GAA glycogen mod: -0.9%
- Tau fluor counter: 0.5%
- ALDH1A1 inh: 37.2%[activator]
- GLA spleen mod: 6.3%
- GAA inh: -2.8%
- NPSR antagonist: -3.5%
- Epigenetic reg: 1.1%
- aGlu spleen mod: 3.8%

New compounds follow
SMILES	GAA glycogen mod	Tau fluor counter	ALDH1A1 inh	GLA spleen mod	GAA inh	NPSR antagonist	Epigenetic reg	aGlu spleen mod
O=S(=O)(CCN1C=CC(C(F)(F)F)=NCC1)c1ccc(Cl)cc1Cl	-4.5%	3.1%	12.6µM*	3.6%	-7.0%	6.5%	3.7%	1.5%
CSc1cccc(NC(=O)CN(c2ccccc2)S(=O)(=O)N(C)C)c1	-1.5%[76.3 µM]	-27.6%&-8.8%	6.9%	-3.5%	0.1%	-9.1%[46.1 µM]	4.8%&-1.5%	-5.9%
CSc1cccc(NC(=O)CN(C2CCCCC2)S(C)(=O)=O)c1	-6.6%	-13.4%	1.3%	5.1%	-6.1%	-6.6%[46.1 µM]	0.0%	-2.5%
Cc1ccc(C)c(N2CCN(C(=O)Cn3cccc3)CC2)c1	-3.0%	-9.4%	?	9.2%	-7.4%	-4.5%[46.1 µM]	0.8%	6.7%
Cc1sc(NC(=O)Cc2ccc3c(c2)OCO3)nc1-c1ccc2c(c1)CCN2C(=O)c1ccccc1F	-5.8%	-16.8%	-6.4%	-1.4%	1.3%	-6.5%	-1.0%	-2.0%
CCOC(=O)C(NC(=O)NCc1cccc(C(F)(F)F)c1)(OCC)C(F)(F)F (stereo unspecified)	1.0%	-14.5%	6.7%	-0.2%	2.2%	?	0.0%	-7.5%
CNc1ncc(C(=O)C(C)(C)C)s1	0.5%	0.4%	-11.6%	2.2%	-2.1%	7.5%[46.1 µM]	0.2%	-5.7%
COC(=O)c1sc(SC)nc1N	3.0%	7.2%	·	6.9%	·	-27.0%	-2.4%	-0.8%

Screening results: PubChem BioAssay, National Center for Advancing Translational Sciences (NCATS)
